# Compound activity as filed in PubChem BioAssay.
# Vc quorum ag: induces V. cholerae light production without autoinducers | activation, % at 18.7 µM | V. cholerae BH1578 lux reporter, luminescence, 6 h | 350,000 tested, 0.16% active; in the data active means activation mostly above about 9.7%, no sharp cut-off; inconclusive means no clear call, values can overlap the other calls; inactive means mostly below about 3.7%; further: not every result past the cut was called active; inactives centre near 0; reference of the scale not given here
# BioA inh: BioA (M. tuberculosis) enzyme inhibition. AID 602481. purified M. tuberculosis BioA enzyme, plate reader. 360,000 tested, 0.096% active. inhibition, % at 9.99 µM; in the data active means inhibition above about 40%; inconclusive means no clear call, values can overlap the other calls
# TcdB inh: inhibitors of Clostridioides difficile toxin B glycohydrolase; P18177; TcdB glycohydrolase enzymatic assay, plate reader; inhibition, % at 9.99 µM; 350,000 tested, 0.24% active; in the data active means inhibition above about 10%
# FBA Mtb inh: Mtb fructose-bisphosphate aldolase inhibition; P9WQA3; purified M. tuberculosis FBA, fluorescence read-out; inhibition, % at 1 µM; 360,000 tested, 2.3% active; AID 588726; in the data active means inhibition above about 27%;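 further: 0% = vehicle and 100% = reference inhibitor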
# Target sequence (P9WQA3 whole entry, looked up): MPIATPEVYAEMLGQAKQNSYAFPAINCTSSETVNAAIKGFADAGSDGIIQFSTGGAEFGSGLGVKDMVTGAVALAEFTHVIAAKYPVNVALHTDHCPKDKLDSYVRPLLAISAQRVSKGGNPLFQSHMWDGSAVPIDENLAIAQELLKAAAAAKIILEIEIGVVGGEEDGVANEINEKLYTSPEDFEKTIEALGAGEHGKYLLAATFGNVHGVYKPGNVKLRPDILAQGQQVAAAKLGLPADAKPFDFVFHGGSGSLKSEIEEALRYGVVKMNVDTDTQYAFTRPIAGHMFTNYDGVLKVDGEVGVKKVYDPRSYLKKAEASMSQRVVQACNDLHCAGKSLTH
# GDH-TPI counter: inhibits GDH-TPI coupling enzymes, artifact for Mtb FBA screen; GDH-TPI coupled enzyme counterscreen, NADH absorbance; inhibition, % at 4.8 µM; 360,000 tested, 1.2% active; in the data active means inhibition above about 30%;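 further: 0% = DMSO wells and 100% = wells lacking the enzyme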
# Yp Topo-I inh: inhibitors of Yersinia pestis topoisomerase I. 360,000 tested, 0.064% active. Y. pestis Topo-I cleavage product accumulation, plate reader. activity, % at 10 µM; in the data active means activity above about 50%, passing the limit was not always enough; inconclusive means no clear call, values can overlap the other calls; further: inactives centre near 2
# PfHsp40 yeast: rescue of PfHsp40-mediated yeast toxicity | S. cerevisiae expressing PfHsp40, growth rescue, ATP luminescence | growth rescue, % at 12.5 µM | 340,000 tested, 0.68% active | AID 504582; in the data active means growth rescue above about 28%, passing the limit was not always enough; inconclusive means no clear call, values can overlap the other calls;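 further: yeast W303a lacking pdr1 and pdr3 grown in galactose medium; growth measured after three days at 30 °C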
# UGM FP inh: inhibitors of M. tuberculosis UDP-galactopyranose mutase. P9WIQ1. purified UGM, fluorescence polarization probe displacement. inhibition, % at 10 µM. 320,000 tested, 0.06% active; in the data active means inhibition above about 10%, passing the limit was not always enough; inconclusive means no clear call, values can overlap the other calls
# Target sequence (P9WIQ1 whole entry, looked up): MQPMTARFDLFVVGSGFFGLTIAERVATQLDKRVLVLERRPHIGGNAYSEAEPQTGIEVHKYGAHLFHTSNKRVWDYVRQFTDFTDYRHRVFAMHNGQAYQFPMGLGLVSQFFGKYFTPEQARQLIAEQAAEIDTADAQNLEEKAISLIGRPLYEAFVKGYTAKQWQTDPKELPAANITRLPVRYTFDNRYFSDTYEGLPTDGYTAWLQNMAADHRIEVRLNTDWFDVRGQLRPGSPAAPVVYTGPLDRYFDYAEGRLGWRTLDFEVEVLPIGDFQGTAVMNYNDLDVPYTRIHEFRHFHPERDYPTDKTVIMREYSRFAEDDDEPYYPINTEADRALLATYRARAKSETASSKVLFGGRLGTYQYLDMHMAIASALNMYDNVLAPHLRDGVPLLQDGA
# FadD28 FP inh: blocks FadD28 binding to the bisubstrate probe. 360,000 tested, 0.22% active. inhibition, % at 12.5 µM. fluorescence polarization; in the data active means inhibition above about 8.5%, passing the limit was not always enough; inconclusive means no clear call, values can overlap the other calls
# * = called active by the depositor; i = inactive; u = inconclusive; x = no result given; + = active, no number; & = joins results of further samples.
SMILES,Vc quorum ag,BioA inh,TcdB inh,FBA Mtb inh,GDH-TPI counter,Yp Topo-I inh,PfHsp40 yeast,UGM FP inh,FadD28 FP inh
NC(=O)COc1ccc(/C=N\NC(=O)CC(=O)NCCc2ccccc2)cc1,-10,-0.1,-0.2,4,5,4,-0.8,1.6,0.6
OC1COCOC1C(O)C1OCOCC1O (centres undefined),i,-2.2,0.3,-3,-2,2,-0.7,x,-2.6
Cc1ccccc1N1CC(C(=O)Nc2nnc(SCCN3CCOCC3)s2)CC1=O (centres undefined),i,-1.7,0.0,-1,-1,15,-0.5,-0.1,-1.0
Cc1cc(C)c(NC(=O)CSc2nnnn2-c2cccnc2)c(C)c1,i,1.2,-1.4,3,4,5,0.6,-3.1,1.3
CCOC(=O)Cn1c(CCC(=O)O)ccc1-c1ccc(F)cc1,-0.3,-0.9,2.0,11,14,2,-1.4,0.1,2.0
Fc1ccccc1NC(=S)N(CCN1CCCCCC1)Cc1cccs1,-0.4,-2.2,0.8,4,-4,5,-1.7,-0.1,0.0
CCNc1nc(Oc2ccc(C#N)cc2)cc(C(F)(F)F)n1,-0.4,x,0.0,56*,7,-3,-1.5,1.5,-1.3
OCc1ccccc1CNCc1ccccc1,-6.9,0.3,1.0,-1,3,7,2.4,0.7,-0.4
CN(C)S(=O)(=O)c1ccc(Cl)c(NC(=O)CN2CCC(Cc3ccccc3)CC2)c1,-0.1,x,1.8,-1,-6,8,-1.2,0.5,-3.6
COc1ccc(/C=N/NC(=S)Nc2cccc(C(=O)O)c2)cc1OC,-0.3,x,-0.9,7,50*,-10,0.1,1.9,-10
CN1CCN(C(=O)c2ccc(CSc3nc4ccncc4n3Cc3ccc(F)cc3)cc2)CC1,-0.2,3.1,0.6,1,3,8,0.1,-0.2,-1.1
CCC(C)N1CCN(S(=O)(=O)Cc2ccccc2)CC1 (centres undefined),-0.3,1.3,0.7,-2,10,-1,-2.1,2.0,-2.2
CCC(c1nnnn1C(C)(C)C)N1CCC2(CC1)C(=O)NCN2c1ccccc1 (centres undefined),x,3.2,2.0,5,x,x,x,x,-1.7
Cc1ccc(OC(C)C(=O)N(C)c2ccccc2)c([N+](=O)[O-])n1 (centres undefined),-3.1,3.0,2.5,3,8,-11,-1.8,1.3,x
Cc1nc(-c2ccc(F)cc2)c(CC(=O)N(C)CC(=O)Nc2c(C)cccc2C)s1,i,-2.0,1.0,0,6,0,-1.0,x,0.9
Cc1ccc(S(=O)(=O)N/N=C/c2c(F)cccc2Cl)cc1,-0.2,x,x,-4,-5,4,-0.8,-0.7,-3.4
O=C(CN1C(=O)c2cccnc2Oc2ccc(Cl)cc21)NCCCc1ccccc1,0.5,0.5,2.3,-6,-13,27,0.3,-1.7,0.1
CCOC(=O)Cn1c(-c2cccnc2Cl)nc2cc(Cl)c(Cl)cc21,i,x,x,4,-5,5,-0.2,-3.3,-3.6
COC(=O)c1c(-c2c(Cl)cccc2Cl)noc1C(=O)NNC(=O)N(C)C,-0.5,x,0.5,-2,7,4,-0.7,4.0,-0.8
Nc1cccc(-c2nnc3n2CCCCC3)c1,-0.4,-0.2,4.7,3,5,11,1.0,-1.6,-0.4
Cc1ccc(C=Nc2ccccc2C(N)=O)o1,-0.2,x,-0.1,8,7,-6,-0.1,-0.7,1.3
C[C@H](CO)N1C[C@H](C)[C@@H](CN(C)Cc2ccc(C(=O)O)cc2)OCc2cnnn2CCCC1=O,0.6,-0.8,1.3&2.4,0,-12,0,x,x,-4.0
Cc1cc(NC(=O)CN2CCN(C)CC2)no1,-1.5,x,0.2,0,-4,-4,-0.4,1.5,-0.5
COc1ccc(Oc2nc(C(F)(F)F)nc3ccccc23)cc1,i,x,x,4,0,-5,-0.7,0.3,-1.3
CCCCNC(=O)CNC(=O)c1nn(-c2ccc(OC)cc2OC)c(=O)c2ccccc12,-2.2,x,0.3,-2,5,5,0.9,-2.7,0.3

# (next part)
SMILES,Vc quorum ag,BioA inh,TcdB inh,FBA Mtb inh,GDH-TPI counter,Yp Topo-I inh,PfHsp40 yeast,UGM FP inh,FadD28 FP inh
O=C(O)c1ccc(N2C(=O)c3[nH]nc(-c4ccccc4)c3C2c2ccccc2)cc1 (centres undefined),-0.3,x,4.7,0,0,5,0.9,0.7,-22
O=C(/C=C/c1ccccc1)Nc1ccc(N2CCCCC2)cc1,3.1,-4.2,0.5,-1,11,-13,0.0,1.3,-1.2
O=C(CCNC(=O)c1ccccc1)Nc1ccc(S(=O)(=O)Nc2ncccn2)cc1,i,-1.1,0.3,3,3,-3,-0.5,1.6,-0.6
CCc1nc(N2CCN(C(=O)c3ccco3)CC2)c2c3c(sc2n1)CCCC3,-0.3,x,x,0,-1,13,0.4,-0.7,-2.9
Cn1c(=O)cc(N2CCOCC2)[nH]c1=O,-0.2,-0.8,0.1,0,1,-1,-0.1,-1.0,-2.0
Cc1cnc(C(=O)N2CCN(S(=O)(=O)c3cccc(Br)c3)CC2)cn1,2.0,1.5,0.1,-1,9,-3,-2.0,-1.9,0.1
N/C(=N\OC(=O)c1ccco1)c1ccccn1,-0.3,-1.9,-0.4,3,10,1,-1.6,-1.6,0.7
CC(NC(=O)CCl)c1ccc(Cl)c(Cl)c1 (centres undefined),-2.2,x,x,-1,5,0,-0.9,0.5,-4.4
CC1CCCCC12NC(=O)N(CC(=O)NCc1cccs1)C2=O (centres undefined),-0.5,-0.3,-0.6,-4,-4,5,x,x,-3.6
CCc1ccc(CN(C(=O)COc2c(C)cccc2C)C2CCS(=O)(=O)C2)cc1 (centres undefined),i,1.1,1.1,-3,-5,27,-0.1,-0.4,-0.7
CC1(C)CC(=O)C(C=NCCN2CCN(C(=O)CCl)CC2)=C(O)C1,-0.5,-0.3,0.0,2,-3,-8,0.6,-0.9,-1.7
COCc1cc(C)nc2sc(C(=O)Nc3ccccc3OC)c(N)c12,1.4,0.0,2.1,1,3,1,0.3,-1.2,-4.0
CC1CCc2nc(N)c(C#N)c(-c3cccnc3)c2C1 (centres undefined),-0.3,-0.2,0.8,13,17,4,-0.1,6.5,-2.7
C#CCN(C[C@@H]1[C@@H](OC(=O)NCc2ccco2)[C@@H](OC(=O)NCc2ccco2)Cn2c(=O)ccc(=O)n21)S(=O)(=O)c1ccc(C)cc1,-0.4,-0.9,1.5,-2,-6,18,x,x,-5.9
O=C(/C=C/c1ccc2c(c1)OCO2)N1CCN(c2n[nH]c(=O)[nH]c2=O)CC1,-0.4,-0.2,2.8,7,27,-2,u,2.4,-3.3
O=C(Cn1c(C(F)(F)F)nc2ccccc21)c1ccc(F)cc1,i,-1.1,x,1,3,2,-0.2,2.1,-3.9
O=C(c1ccoc1)N1CCN(c2cc(-c3ccccc3)nc3cc(-c4ccccc4)nn23)CC1,i,-0.7,1.1,39*,5,-7,x,x,-1.5
O=C(NCCN1C(=O)S/C(=C\c2ccc(Cl)c(Cl)c2)C1=O)C1COc2ccccc2O1 (centres undefined),i,-1.2,0.2,5,6,-6,0.0,-1.0,-3.2
COC(=O)C1=C(c2cccc(OCc3ccccc3)c2)C[C@@H]2CC[C@H]1N2C(=O)NCc1ccccc1,i,-0.3,3.1,-3,-3,36,5.0,-2.2,-1.6
NC(=O)CC(NC(=O)c1ccccc1)c1ccc(N2CCC(N3CCCC3)CC2)c([N+](=O)[O-])c1 (centres undefined),-1.0,1.0,-0.6,-3,-3,5,0.7,0.4,-3.8
CN1CCCC1CCNc1ccc2c(=O)c3ccccc3oc2c1 (centres undefined),i,2.1,2.2,+,31*,-4,-1.6,2.0,-3.9
Oc1ccc(N2CCN(c3ncnc4sc(-c5ccccc5)cc34)CC2)cc1,-0.5,x,-3.8,-2,6,16,25,x,-3.3
CCOc1ccc(-c2nnn(CC(=O)NCc3ccc(OC)cc3)n2)cc1OCC,i,-1.7,x,0,1,1,0.1,-0.7,-2.3
O=C1c2ccccc2C(=O)N1Cc1cc(-c2ccc(Cl)cc2)no1,i,0.4,-1.5,-2,-5,5,5.8,-2.8,-0.3
CC(C)OCCCn1c(=O)c2ccccc2n2c(CCC(=O)O)nnc12,1.8,-3.8,-1.4,2,5,-4,-0.7,1.2,-1.0

# Taken from the listing, five compounds:
SMILES,Vc quorum ag,BioA inh,TcdB inh,FBA Mtb inh,GDH-TPI counter,Yp Topo-I inh,PfHsp40 yeast,UGM FP inh,FadD28 FP inh
CN1CCCC1CCNc1ccc2c(=O)c3ccccc3oc2c1 (centres undefined),i,2.1,2.2,+,31*,-4,-1.6,2.0,-3.9
Oc1ccc(N2CCN(c3ncnc4sc(-c5ccccc5)cc34)CC2)cc1,-0.5,x,-3.8,-2,6,16,25,x,-3.3
CCOc1ccc(-c2nnn(CC(=O)NCc3ccc(OC)cc3)n2)cc1OCC,i,-1.7,x,0,1,1,0.1,-0.7,-2.3
O=C1c2ccccc2C(=O)N1Cc1cc(-c2ccc(Cl)cc2)no1,i,0.4,-1.5,-2,-5,5,5.8,-2.8,-0.3
CC(C)OCCCn1c(=O)c2ccccc2n2c(CCC(=O)O)nnc12,1.8,-3.8,-1.4,2,5,-4,-0.7,1.2,-1.0

# The list continues:
SMILES,Vc quorum ag,BioA inh,TcdB inh,FBA Mtb inh,GDH-TPI counter,Yp Topo-I inh,PfHsp40 yeast,UGM FP inh,FadD28 FP inh
CCOC(=O)c1cc(-c2ccc(F)cc2)n(CC(=O)NCc2cccnc2)c1C,-0.3,x,1.1,1,2,2,-0.6,4.3,-1.8
COc1ccc(-c2nn(C)c(=O)c3ccccc23)cc1NC(=O)Cn1nc(C)c2ccccc2c1=O,-0.5,0.2,0.4,6,6,1,-0.4,-0.5,-0.4
COCCNC(=O)C(c1ccc(C)o1)N(Cc1ccc(OC)cc1)C(=O)Cn1nnc2ccccc21 (centres undefined),-1.4,2.6,x,-4,-1,5,1.9,-2.6,-0.2
Cc1ccc(-n2ncc3c(Nc4cccc(C(=O)O)c4)ncnc32)cc1,i,1.1,x,8,9,-7,-0.7,1.0,-11
S=C1NC2=C(CCCC2=C2SCCS2)C(c2ccccc2)N1 (centres undefined),-0.5,x,-2.4,4,6,-5,0.0,-0.9,-1.6
CC(=NCC1CCCO1)c1c(O)n(C)c(=O)n(C)c1=O (centres undefined),i,0.5,x,0,-5,3,0.2,1.0,-1.2
CCSc1nnc(NC(=O)CCc2ccc(OC)cc2)s1,-0.2,x,x,3,9,2,0.8,2.5,-1.1
Nn1c(Cc2ccccc2)nnc1Cc1ccccc1,i,3.7,0.6,2,-1,7,0.8,x,-3.1
O=C(c1ccc(Cl)cc1)N1CCN(c2cc(=O)[nH]nc2-c2ccccc2)CC1,i,-0.2,x,-7,28,22,-1.6,-1.8,-1.2
COC(=O)C1CCN(C(=O)COC(=O)CSc2ccc(C(N)=O)cc2[N+](=O)[O-])CC1,i,3.5,-0.3,-1,5,-3,1.3,1.5,-2.4
Cc1ccc(C(C)C)c(OCCn2ccnc2C)c1,-0.3,0.1,0.1,2,-8,11,1.0,-1.3,-3.8
COc1ccc(CCN2C(=O)NC(NC(C)=O)(C(F)(F)F)C2=O)cc1OC (centres undefined),-1.0,-1.3,0.6,-5,1,-5,0.1,0.3,-0.6
O=C(COc1ccc(F)cc1Br)Nc1ccccc1N1CCCC1,-0.5,0.2,0.9,2,4,18,x,x,-1.1
COc1ccc(-c2csc(N)n2)cc1,i,x,x,3,-4,2,-0.4,-2.8,-1.6
Brc1ccc(-c2csc(N/N=C/c3ccc4c(c3)OCO4)n2)cc1,-0.2,x,-0.5,3,9,-14,-0.4,-1.6,-1.7
O=c1c2ccccc2oc2ccc(Oc3ccccc3)cc12,i,-6.7,-4.4,5,17,4,2.8,-0.3,-4.8
Cn1c(=O)c2[nH]c(=O)[nH]c2n(C)c1=O,-0.3,-1.1,1.1,6,12,-7,0.8,x,0.3
COc1ccc(Cc2nnc(N/N=C(\C)c3ccccc3)[nH]c2=O)cc1OC,-0.3,x,-1.0,0,4,2,-1.5,5.6,-1.6
O=C(O)c1cc(Br)ccc1NN=C1CCCCC1,i,x,-1.2,2,18,1,0.0,x,12*
O=C(COc1ccccc1)NC1C(=O)N2C(C(=O)O)=C(Cl)CSC12 (centres undefined),1.6,-3.0,-0.8,0,17,6,1.6,-0.5,0.0

# No enrichment for hits (roughly 4.6% active in at least one column).
